Assay outcomes deposited in PubChem by several laboratories.
IMP-1 inhibitor – blocks Pseudomonas aeruginosa IMP-1 metallo-beta-lactamase. AID 1556. inhibition, % at 5.6 µM. 290,000 tested, 0.45% active. purified IMP-1, nitrocefin hydrolysis, epi-absorbance fluorescence;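 active = inhibition above the mean plus 3 SD of all compounds in the same screening run, cut at about 4.5% in these data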;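 note: 0% = IMP-1 with DMSO and 100% = DMSO wells lacking enzyme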
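assay system = purified recombinant IMP-1 metallo-beta-lactamase enzyme | schedule = 15 min preincubation plus 25 min reaction at 25 °C | signal = Epi-absorbance fluorescence, 480 nm excitation, 530 nm emission | read-out basis = percent inhibition from optical density relative to buffer-blank wells | controls = IMP-1 with DMSO as 0%, enzyme-free DMSO as 100%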
MEKK2mut PB1 HTS – signal of MEK5 binding to mutant human MEKK2 PB1 domain | percent response, % at 10 µM | bead flow cytometry, Alexa488-MEK5 binding to MEKK2 mutant | 290,000 tested, 0.35% active | AID 1530; in the data active = percent response above about 24%, passing the limit was not always enough; note: inactives centre near 1; some results filed as inactive read as strong as hits
NS3 helicase inh – inhibitors of Hepatitis C virus NS3 helicase | AID 1800 | inhibition, % at 10.9 µM | NS3 helicase DNA unwinding, Cy5 molecular beacon fluorescence | 290,000 tested, 0.56% active;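 active = inhibition above the mean of all tested compounds plus 3 SD, set per campaign, cut at about 35% in these data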;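 note: 0% = DMSO wells and 100% = thioflavine S control wells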
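Control set: DMSO versus 110 µM thioflavine S; Material: NS3 helicase fragment of HCV; Measured by: Cy5 fluorescence at 0 and 60 min, beacon hairpin quenching; Read-out basis: percent inhibition from t60/t0 fluorescence ratio; Times: reaction time 60 min, 25 °C; Repeats: single replicate; Compound dosing: single dose, 10.9 µM nominal final, DMSO 0.8% final.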
NALP1 inh – blocks the NALP1 inflammasome reconstituted in yeast; S. cerevisiae NALP1/ASC/caspase-1 growth, X-gal OD620, 72 h; inhibition, % at 10 µM; 280,000 tested, 0.61% active; AID 2071; in the data active = inhibition mostly above about 24%, no sharp cut-off; inactive = mostly below about 32%; note: some compounds called inactive have numbers as strong as hits
DNA FID counter – displaces DNA intercalator in HCV helicase counter-screen; DNA fluorescent intercalator displacement, fluorescence; inhibition, % at 7.9 µM; 290,000 tested, 0.17% active; AID 1845; in the data active = inhibition above about 37%;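 note: 0% = vehicle and 100% = reference compound; higher means more ethidium bromide displaced from hairpin DNA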
SUMO HTRF inh – inhibitors of human SUMOylation (UBC9); 290,000 tested, 0.36% active; HTRF SUMOylation assay, SAE1/SAE2 + UBC9, in vitro; inhibition, % at 35 µM; in the data active = inhibition above about 50%, passing the limit was not always enough; note: strong numbers were not always called active
Target sequence (P63279 whole entry, looked up): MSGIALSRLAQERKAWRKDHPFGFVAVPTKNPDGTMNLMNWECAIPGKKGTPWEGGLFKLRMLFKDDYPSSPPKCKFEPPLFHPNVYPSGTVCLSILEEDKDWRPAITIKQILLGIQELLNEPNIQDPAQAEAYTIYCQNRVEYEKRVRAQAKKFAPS
MEKK2wt PB1 HTS – raises or lowers MEK5 binding to wildtype human MEKK2 PB1 domain; Q9Y2U5; bead flow cytometry, Alexa488-MEK5 binding to MEKK2 WT; actives lie on both sides; binding response (% of control), % at 10 µM; 290,000 tested, 1.1% active; in the data active = binding response below about 67% or above about 130%
VIM-2 inh – blocks Pseudomonas aeruginosa VIM-2 metallo-beta-lactamase | purified VIM-2, nitrocefin hydrolysis, epi-absorbance fluorescence | inhibition, % at 5.6 µM | 290,000 tested, 0.89% active | AID 1527;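 active = inhibition above the mean of all tested compounds plus 3 SD, cutoff set per screening run, cut at about 7.5% in these data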;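 note: red hydrolysis product quenches plate fluorescence so inhibitors raise well fluorescence; 0% = enzyme with DMSO and 100% = DMSO without enzyme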
M18AAP inhibitor – PfM18AAP enzyme inhibition | inhibition, % at 7.35 µM | recombinant PfM18AAP, H-Glu-NHMec fluorogenic cleavage | 290,000 tested, 1.2% active;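 active = inhibition above the campaign mean inhibition over all tested compounds plus 3 SD, cut at about 28% in these data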;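 note: 0% = plate median of test compound wells and 100% = 2 mM ZnCl2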
* hit, by the source's call; / = not tested or not shown; [ ] = dose if it differs, or a comment.

SMILES	IMP-1 inhibitor	MEKK2mut PB1 HTS	NS3 helicase inh	NALP1 inh	DNA FID counter	SUMO HTRF inh	MEKK2wt PB1 HTS	VIM-2 inh	M18AAP inhibitor
CCOc1ccc2c(c1)c1nnc(SCC(=O)N3CCC(C)CC3)nc1n2C	-2.0	0	1	1	-7	20	102	-0.1	4
COc1cccc2[nH]c3c(N4CCCC(C)C4)ncnc3c12 (stereo not drawn)	-1.4	8	-1	18	12	22	113	4.4	0
O=C(O)/C=C\C(=O)Nc1ccccc1F	-3.7	15	5	22	2	16	105	-2.7	1
S=C(NCc1ccncc1)Nc1ccc(Cl)cc1Cl	-0.6	0	-7	-29	0	23	102	-1.0	0
COc1cc(/C=C2\SC(=Nc3ccccc3)N(CCc3c[nH]c4ccccc34)C2=O)ccc1OC(C)C(=O)O (stereo not drawn)	-1.6	0	0	22	-14	-28	101	-2.1	-1
Cc1cc(C(=O)NNC(=O)c2cccc(N(C)C)c2)c(C)o1	-1.8	8	2	3	-3	19	114	-2.4	4
CNC(=O)C(=O)NCC1OCCCN1S(=O)(=O)c1ccc(F)cc1C (stereo not drawn)	-3.4	5	-4	6	-5	7	103	-1.5	-4
Cc1cc(C(=O)NNc2ccc(F)cc2F)no1	-3.4	-22	3	/	-3	2	89	-1.0	26
CS(=O)(=O)c1ccc(-c2nnn(CC(N)=O)n2)cc1	-1.8	-2	7	-8	8	14	96	-2.5	-8
Cc1cc(N/C=C(\C#N)S(=O)(=O)c2ccccc2Cl)nc(C)n1	-1.8	-2	-1	1	-4	1	95	-1.3	1
COCc1cc(=O)[nH]c(/N=C(\N)Nc2ccc(Cl)c(Cl)c2)n1	-3.9	-11	1	-2	-6	9	98	-2.4	-7
CS(=O)(=O)Nc1cccc(C2=NN(C(=O)c3ccco3)C(c3ccco3)C2)c1 (stereo not drawn)	-1.6	1	-6	2	-32	11	98	-2.5	3
COc1ccc(S(=O)(=O)N2CCN(Cc3cc(OC)c(OC)c(OC)c3)CC2)cc1	1.1	-1	3	6	-21	4	102	1.5	13
N#Cc1cnc(Nc2ccc(F)cc2)nc1N	-0.9	-17	-2	/	-4	5	100	-1.3	-5
S=C(Nc1ccccc1Cl)N1CCCC(c2ccccc2)=N1	0.8	2	-1	4	-8	-2	101	-2.4	2
O=C(CSc1c[nH]c2ccccc12)NCC1CCCO1 (stereo not drawn)	-4.3	7	-2	18	0	-3	117	-0.6	-3
O=C(CN1CCN(c2ccccc2O)CC1)Nc1ccc2c(c1)CCC2	0.3	15	-17	40	-13	-12	114	-2.8	10
CCc1ccc(NC(=O)c2ccc(F)c(S(=O)(=O)N(CC)c3ccccc3)c2)cc1	-2.5	1	5	29	-5	7	103	-0.4	1
Cc1nn(C)c(C)c1CCC(=O)N1CCCC(C(=O)c2cccc(OC(C)C)c2)C1 (stereo not drawn)	-2.7	15	2	5	-40	-3	111	-2.6	0
Cc1cc(C)nc(SCCCNCc2ccc(Br)cc2)n1	-2.1	5	10	5	18	9	104	-1.8	0
Cc1cc(C)cc(OCc2nnc(SCC(=O)c3ccccc3)o2)c1	-2.9	-7	-12	22	-8	0	91	-4.4	1
CC(C)(C(=O)Nc1nccs1)c1ccccc1	-1.5	-10	-3	20	-3	0	98	2.0	-4
Cc1nc(COC(=O)c2ccc(CO)cc2)cs1	-2.2	-21	2	3	-8	24	0.0*[inhibitor]	-0.4	0
CC(NC(=O)CSc1ncccc1C(=O)O)C1CC2CCC1C2 (stereo not drawn)	-3.1	-13	-16	12	0	7	94	-0.4	-9
O=c1[nH]c2c(cnn2-c2ccc(Cl)cc2)c(=O)n1-c1cccc(Cl)c1	-1.1	7	0	1	-14	2	101	-3.1	-4
CCOC(=O)c1cnn(-c2nc(OC)cc(OC)n2)c1C(F)(F)F	-3.3	5	8	20	-9	2	106	-5.6	0
N=C1C(c2ccccc2)=C(O)CN1c1ccc2c(c1)OCO2	-1.3	-4	0	5	0	27	93	-3.4	5
N#C/C(=C/c1cccc(C(F)(F)F)c1)c1nc(CCN2C(=O)c3ccccc3C2=O)cs1	-1.7	-4	-10	-3	2	-7	96	-7.0	4
CN(C)/C=C(/C(=O)c1ccc(Cl)c(Cl)c1)c1nnnn1-c1ccccc1	-1.3	-7	7	14	-14	0	88	-0.6	2
O=C(OCc1ccco1)c1cccnc1	-0.8	-9	-2	2	-5	-27	99	-2.4	5
COc1ccc(-c2noc(CN(C)C(=O)c3ccc4c(c3)OCO4)n2)cc1	-1.8	0	5	-5	-32	-6	99	-1.0	0
CCCc1cc(=O)c2c(O)ccc(OC)c2o1	-2.4	0	4	-6	-6	15	83	-1.6	10
CCc1cc(OCCCSc2nc(C)cc(=O)[nH]2)ccc1Cl	-3.1	1	-6	1	-20	-10	98	-3.5	0
CCCCOCP(=O)(CCCC)COCCCC	-0.6	4	-2	17	-15	22	104	-3.1	-9
O=C(CN1C(=O)c2ccccc2S1(=O)=O)NCCSC1CCCCC1	-0.3	9	11	13	-12	-12	105	2.2	-9
CN(CC(=O)O/N=C(\N)c1cccc([N+](=O)[O-])c1)S(=O)(=O)c1ccccc1	-2.1	0	5	20	3	18	104	-0.9	-5

Profiles as entered above.
Profile of `N=C1C(c2ccccc2)=C(O)CN1c1ccc2c(c1)OCO2` : IMP-1 inhibitor: -1.3; MEKK2mut PB1 HTS: -4; NS3 helicase inh: 0; NALP1 inh: 5; DNA FID counter: 0; SUMO HTRF inh: 27; MEKK2wt PB1 HTS: 93; VIM-2 inh: -3.4; M18AAP inhibitor: 5
Profile of `CCCCOCP(=O)(CCCC)COCCCC` : IMP-1 inhibitor: -0.6; MEKK2mut PB1 HTS: 4; NS3 helicase inh: -2; NALP1 inh: 17; DNA FID counter: -15; SUMO HTRF inh: 22; MEKK2wt PB1 HTS: 104; VIM-2 inh: -3.1; M18AAP inhibitor: -9

The listing picks up, starting 2 compounds before the break.
SMILES	IMP-1 inhibitor	MEKK2mut PB1 HTS	NS3 helicase inh	NALP1 inh	DNA FID counter	SUMO HTRF inh	MEKK2wt PB1 HTS	VIM-2 inh	M18AAP inhibitor
O=C(CN1C(=O)c2ccccc2S1(=O)=O)NCCSC1CCCCC1	-0.3	9	11	13	-12	-12	105	2.2	-9
CN(CC(=O)O/N=C(\N)c1cccc([N+](=O)[O-])c1)S(=O)(=O)c1ccccc1	-2.1	0	5	20	3	18	104	-0.9	-5
COc1ccc(C(=O)ON=C2C=C(C)C(=O)C(C)=C2)cc1	-3.9	4	0	-12	2	-15	101	-2.9	1
O=C(CCCOc1ccc(Cl)cc1)Nc1ccc(N2CCOCC2)cc1	-3.0	-5	-3	32	6	13	89	1.3	-12
COc1ccc(NC(=O)CC(c2ccc(F)cc2)c2ccc(OC(C)C)cc2)cc1 (stereo not drawn)	-2.8	0	-7	17	-12	-2	100	-1.2	-1
COCCn1c(N)c(C(=O)OCc2ccccc2)c2nc3ccccc3nc21	-1.6	-6	-6	7	-11	101	98	-1.1	11
O=S(=O)(NCc1ccco1)c1ccc(Cl)nc1	0.1	0	-1	8	-1	9	102	2.4	2
N#CCCn1cc(/C=N/N=C2\NC(=O)C(CC(=O)O)S2)c(-c2ccc(F)cc2)n1 (stereo not drawn)	-3.2	-1	-1	6	-19	11	103	-4.6	5
Cc1cc2cc(CCNC(=O)c3cccc([N+](=O)[O-])c3)c(=O)[nH]c2cc1C	-4.0	0	-5	36	-3	-2	99	-3.8	-13
CCS(=O)(=O)N1CCN(c2ccc([N+](=O)[O-])c(NCc3ccccc3)c2)CC1	1.3	0	-2	3	-2	-14	95	-2.5	-2
COc1cccc(NC(=O)CCN2C(=O)c3cccc([N+](=O)[O-])c3C2=O)c1	-3.8	3	1	-10	-3	-1	105	-1.9	2
COc1ccccc1NC(=O)N(CCN1CCOCC1)Cc1cc2cc(C)cc(C)c2[nH]c1=O	-3.6	-1	-2	-9	-11	17	96	-4.0	-3
NC(=O)COc1c(-c2ccco2)oc2ccccc2c1=O	-1.1	4	-6	-4	-1	11	101	0.9	2
O=C(c1cnn(-c2ccccc2)c1)c1cc(F)ccc1O	-4.4	4	-5	6	-8	4	102	-3.1	3

Reformatted: results already given
SMILES | IMP-1 inhibitor | MEKK2mut PB1 HTS | NS3 helicase inh | NALP1 inh | DNA FID counter | SUMO HTRF inh | MEKK2wt PB1 HTS | VIM-2 inh | M18AAP inhibitor
COCc1cc(=O)[nH]c(/N=C(\N)Nc2ccc(Cl)c(Cl)c2)n1 | -3.9 | -11 | 1 | -2 | -6 | 9 | 98 | -2.4 | -7
N#CCCn1cc(/C=N/N=C2\NC(=O)C(CC(=O)O)S2)c(-c2ccc(F)cc2)n1 (stereo not drawn) | -3.2 | -1 | -1 | 6 | -19 | 11 | 103 | -4.6 | 5
N#Cc1cnc(Nc2ccc(F)cc2)nc1N | -0.9 | -17 | -2 | / | -4 | 5 | 100 | -1.3 | -5
Cc1cc(C)cc(OCc2nnc(SCC(=O)c3ccccc3)o2)c1 | -2.9 | -7 | -12 | 22 | -8 | 0 | 91 | -4.4 | 1
CCCc1cc(=O)c2c(O)ccc(OC)c2o1 | -2.4 | 0 | 4 | -6 | -6 | 15 | 83 | -1.6 | 10
COc1ccc(-c2noc(CN(C)C(=O)c3ccc4c(c3)OCO4)n2)cc1 | -1.8 | 0 | 5 | -5 | -32 | -6 | 99 | -1.0 | 0
CCOc1ccc2c(c1)c1nnc(SCC(=O)N3CCC(C)CC3)nc1n2C | -2.0 | 0 | 1 | 1 | -7 | 20 | 102 | -0.1 | 4

The listing continues.
SMILES	IMP-1 inhibitor	MEKK2mut PB1 HTS	NS3 helicase inh	NALP1 inh	DNA FID counter	SUMO HTRF inh	MEKK2wt PB1 HTS	VIM-2 inh	M18AAP inhibitor
CCOc1ccc(-c2n[nH]c(C)c2-c2ccccn2)c(O)c1	-1.4	-8	0	-5	-15	-10	91	-2.2	8
CN(C)C=NC(=O)c1cc(C(=O)c2ccc(Cl)cc2Cl)c[nH]1	-2.5	2	0	-16	-2	28	100	-3.9	0
O=C(O)c1ccc(CSc2ncnc3c2cnn3Cc2ccccc2)cc1	-0.8	4	32	-1	-43	14	101	-0.8	7
CN(Cc1ccccc1C#N)S(=O)(=O)c1cccs1	-1.6	0	-7	2	0	22	110	1.7	-14
Cc1cc(=O)oc2cc(OCC(=O)NCCCN3CCOCC3)ccc12	-0.4	7	-6	-6	-3	17	103	3.0	-17
CC(C)[C@H](NC(=O)C1CCN(S(=O)(=O)c2ccc(F)cc2)CC1)C(=O)N1CCCC1	-2.0	3	13	-11	-39	-12	106	-1.5	7
O=C(CC1SC(=NCC2CCCO2)NC1=O)Nc1cc([N+](=O)[O-])ccc1Cl (stereo not drawn)	-2.5	1	-5	-1	1	-2	99	-2.1	2
Cc1ccccc1C(OCCN(C(C)C)C(C)C)c1ccccc1 (stereo not drawn)	-3.8	3	-16	20	12	-14	111	-3.7	2
